IP6K1 inhibitor = IP6K1 kinase inhibition; Q92551; IP6K1 kinase, ADP-Glo luminescence, 2 h; active compounds read low; activity change, % (series mostly up to about 58 µM); 140,000 tested, 0.81% active; AID 1645851; in the data active = activity change below about -25%
Target sequence (Q92551 whole entry, looked up): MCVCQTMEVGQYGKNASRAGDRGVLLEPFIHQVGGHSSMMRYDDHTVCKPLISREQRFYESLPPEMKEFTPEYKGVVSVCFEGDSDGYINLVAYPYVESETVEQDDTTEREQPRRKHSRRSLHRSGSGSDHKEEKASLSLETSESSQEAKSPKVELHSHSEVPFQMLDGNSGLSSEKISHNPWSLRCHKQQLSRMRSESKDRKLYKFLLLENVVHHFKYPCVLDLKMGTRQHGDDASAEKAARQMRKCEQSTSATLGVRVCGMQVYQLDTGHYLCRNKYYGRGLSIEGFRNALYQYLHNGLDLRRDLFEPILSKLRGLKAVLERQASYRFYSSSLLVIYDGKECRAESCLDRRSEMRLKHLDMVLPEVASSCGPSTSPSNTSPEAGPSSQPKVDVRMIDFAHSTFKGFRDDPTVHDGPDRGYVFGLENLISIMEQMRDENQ
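ADP-Glo luminescence measures ADP made by human IP6K1 during a 2 h RT reaction with ATP/IP6 (mix at 1.3 mM/130 uM); top library doses 57.5 and 19.1 uM final.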
SNCA expr inh = inhibitors of alpha-synuclein (SNCA) gene expression. HEK-293 SNCA-luciferase knock-in, luminescence, 24 h. Potency, µM (top dose mostly 57.2 µM), for the others: at the highest dose activity change, negative = inhibition, actives largely listed as inhibitors. 140,000 tested, 0.17% active. AID 1671194;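 also: potency is read from the fitted curve at half-maximal effect; plate controls were DMSO cells for no effect and cell-free wells for full effect; nearly all actives have a fitted effect of over 45% in size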
FLuc inh = blocks purified firefly luciferase enzyme activity. 76,000 tested, 2.5% active. AID 1347043. P08659. Potency, µM (series often up to 115 µM), for the others: at the highest dose activity change, negative = inhibition, most hits filed as inhibitors. purified P. pyralis luciferase, luminescence, biochemical; also: potency is read from the fitted curve at half-maximal effect; nearly all actives have a fitted effect of over 65% in size
Target sequence (P08659 whole entry, looked up): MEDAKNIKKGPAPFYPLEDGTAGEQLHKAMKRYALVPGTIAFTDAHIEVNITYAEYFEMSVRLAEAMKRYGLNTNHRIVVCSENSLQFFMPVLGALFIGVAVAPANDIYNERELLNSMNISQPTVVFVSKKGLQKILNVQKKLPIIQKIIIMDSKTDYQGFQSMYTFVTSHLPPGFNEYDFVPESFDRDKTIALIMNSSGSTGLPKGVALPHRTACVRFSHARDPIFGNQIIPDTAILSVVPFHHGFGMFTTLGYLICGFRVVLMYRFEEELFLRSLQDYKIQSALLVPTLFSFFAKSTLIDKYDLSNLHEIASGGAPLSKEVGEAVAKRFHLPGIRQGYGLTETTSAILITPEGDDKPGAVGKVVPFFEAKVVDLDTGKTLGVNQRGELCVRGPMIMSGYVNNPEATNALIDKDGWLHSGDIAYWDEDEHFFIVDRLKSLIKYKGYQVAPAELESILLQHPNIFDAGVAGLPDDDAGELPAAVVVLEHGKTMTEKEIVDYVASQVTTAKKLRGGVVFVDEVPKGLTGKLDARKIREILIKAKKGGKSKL
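Luminescence read by CCD imager after adding enzyme (10nM final) to wells holding compound, titrated in qHTS. Substrates 10uM each D-luciferin and ATP; buffer 50mM Tris acetate pH 7.5, 10mM Mg acetate, Tween-20, BSA.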
HEK293 viab = reduces viability of HEK-293 SNCA reporter cells; HEK-293-SNCA-luc viability, GF-AFC fluorescence, 24 h; Potency, µM (doses to about 57.1 µM), for the others: at the highest dose activity change, negative = cytotoxicity, usual class: cytotoxic; 150,000 tested, 0.12% active; AID 1671193;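 also: potency is read from the fitted curve at half-maximal effect; 0% = DMSO-treated cells and -100% = medium-only wells without cells; nearly all actives have a fitted effect of over 30% in size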
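HEK-293-SNCA-luc cells (1500/well) plated 24 h, then exposed 24 h to a dilution series; GF-AFC added 30 min at 37C, fluorescence 405/540 nm; normalised to medium-only and DMSO wells, Hill fit.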
HEK293 tox = HEK 293 cell cytotoxicity; HEK 293 viability, ATP luminescence (CellTiter-Glo), 48-72 h; Potency, µM (doses to about 115 µM), without a hit: at the top dose activity change, negative = cytotoxicity, usual class: inhibitors; 94,000 tested, 6.6% active; AID 1345083; also: potency is read from the fitted curve at half-maximal effect; nearly all actives have a fitted effect of over 60% in size
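250 HEK 293 cells/well; compound by pintool; incubated 48 or 72 hr at 37 degree Celsius; CellTiter-Glo added, 10 min RT, luminescence imaged.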
GPT2 inh = blocks human glutamate pyruvate transaminase 2. AID 1671188. 100,000 tested, 0.25% active. Recombinant GPT2, coupled pyruvate oxidase/HRP Amplex Red fluorescence. Potency, µM (doses to about 57.7 µM), for inactives: at the top dose activity change, negative = inhibition, actives largely listed as inhibitors. Q8TD30; also: potency is read from the fitted curve at half-maximal effect; nearly all actives have a fitted effect of over 60% in size; many of its hits are not listed in these tables
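GPT2 10ng/uL, a-KG 250uM, L-Ala 2mM, HEPES pH7.5 + 0.0001% Tween; 30 min RT. Then Amplex mix (PO/HRP/ThPP), 30 min RT dark, fluorescence. AOA 50uM used as positive control.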
NIH3T3 tox = kills NIH 3T3 cells. NIH 3T3 viability, CellTiter-Glo ATP luminescence, 48-72 h. Potency, µM (series often up to 96.7 µM), without a hit: top-dose activity change, negative = cytotoxicity, usual class: inhibitors. 94,000 tested, 4.3% active. AID 1345082; also: potency is read from the fitted curve at half-maximal effect; nearly all actives have a fitted effect of over 55% in size
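Cells were seeded at 400 per well, treated with pin-transferred compound, and kept 48 or 72 hr at 37 °C before CellTiter-Glo addition and luminescence imaging of cellular ATP.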
Numbers without * were called inactive; i = inactive; ? = inconclusive; nt = no result given; & = joins results of further samples; ! = not active in a repeat; [ ] = another dose, or the depositor's remark. Unless noted, calls follow the shape of the dose curve; as a rule, active = well fitted curve in the direction sought with a large enough effect; inconclusive = small, poorly fitted or top-dose-only effect, or another doubt; inactive = no such curve, though single readings can be large; an effect the other way counts as inactive or inconclusive. Unless noted, % is scaled to controls: 0 for no effect and ±100 for the full control effect.

SMILES	IP6K1 inhibitor	SNCA expr inh	FLuc inh	HEK293 viab	HEK293 tox	GPT2 inh	NIH3T3 tox
Cc1cccn2c(=O)c(C(=O)NCCc3ccc(S(N)(=O)=O)cc3)c(O)nc12	9	3%	nt	-10%	nt	nt	nt
Cc1nc2nncn2c(N2CCN(c3ccccc3)CC2)c1C	-8	19%	nt	11%	nt	nt	nt
Cc1nn(CC(=O)NCc2ccccc2Cl)c(=O)c2cccn12	-5	43%[activator]	nt	8%	nt	nt	nt
COc1ccc(-c2nc(C3CC3)nc3c2CCN(Cc2cccn2C)CC3)cc1	2	?	nt	?	?	2%	-28%
C#CCNC(=O)C1COC2(CCCCC2)N1C(=O)c1cccc(F)c1 (centres undefined)	13	11%	-6%	-5%	-31%	i	-2%
CCOC(=O)C1CCCN(S(=O)(=O)c2cc(-c3cc(C)no3)ccc2C)C1 (centres undefined)	8	-21%	nt	-5%	nt	nt	nt
O=C(NOC[C@H](O)CO)c1ccc(F)c(F)c1Nc1ccc(I)cc1F	-6	-17%	nt	-5%&-19%	nt	i	nt
O=C(Cc1cccc(F)c1)N1CCC(OCCOc2cccnc2)CC1	15	-5%	nt	-1%	-29%	i	-23%
CN1C(=O)CCC2(CNC(=O)c3cn[nH]c3-c3ccccc3)CCC=C12 (centres undefined)	-3	-6%	-5%	5%	-1%	-10%	-1%
CNC(=O)c1cc(C2CC2)nc2c1c(C1CCN(C(=O)Cc3cccc(Cl)c3)CC1)nn2C	-6	nt	nt	nt	?	nt	?
O=C(NCc1cccs1)C1CN(C2CCCC2)C(=O)N1 (centres undefined)	-12	3%[87.6 µM]	nt	-4%[12.5 µM]	i	i	-12%[138 µM]
CN(C)C(=O)N1CCCC(CCc2ccccc2C(F)(F)F)C1 (centres undefined)	22	-25%	?	1%	?	-4%[11.5 µM]	?
CC(=O)c1cc(-c2ccccc2)n(CCC(=O)NC(C)c2ccccc2)c1C (centres undefined)	14	-21%	nt	-5%	nt	nt	nt
Cc1cccc(NC(=O)CN2C(=O)NC(c3ccccc3Cl)C3=C2COC3=O)c1 (centres undefined)	3	-16%	?	-20%	?	-8%	?
CCn1c2c(c(=O)n1Cc1ccccc1)CCN(C(=O)C1CCCO1)C2 (centres undefined)	-5	28%[87.6 µM]	5%[172 µM]	9%[87.6 µM]	i	-17%[88.5 µM]	?
COc1cccc(C(=O)NCCNC(=O)c2ccc(-c3cncnc3)cc2)c1	6	nt	nt	nt	?	nt	-23%
Cc1ccccc1-c1nccn2c(C3CN(Cc4ccc(O)cc4)C3)ncc12	0	11%[87.6 µM]	-2%[172 µM]	0%[87.6 µM]	?	-10%[88.5 µM]	79µM*
Cc1ccc(OCC(=O)Nc2ccccc2OCc2cc(=O)n3ccccc3n2)cc1C	-27*	29%	nt	10%	nt	nt	nt
COCCCOc1ccnc(CS(=O)c2nc3ccccc3[nH]2)c1C (centres undefined)	-9&-8	1%	nt	-8%	nt	?	nt
COc1ccccc1CC(=O)N1CCCc2ncc(C(=O)N3CCCC[C@@H]3c3ccccc3)cc21	10	9%	-4%	3%	?	-4%	-18%
CN1CCCN(C(=O)[C@H]2C[C@@](C)(C(=O)O)N(C)[C@H]2c2ccccc2Cl)CC1	0	-23%	1%	-1%	-22%	4%	-5%
Cc1ccc2c(c1)N(C(=O)C1CCN(S(=O)(=O)c3c(C)noc3/C=C/c3ccccc3F)CC1)CCO2	6	?	nt	-5%	nt	nt	nt
O=C(c1cccnc1)N1CCC12Cc1ccccc1NC2=O (centres undefined)	0	54%[activator][87.6 µM]	0%[172 µM]	1%[87.6 µM]	i	0%[88.5 µM]	2%[138 µM]
Cc1nc2cnccn2c1C(=O)NCC1CCCCC1	12	nt	nt	nt	?	nt	?
Cc1ccccc1CN1C(=O)c2ccccc2Sc2ccc(C(=O)NC(C)c3ccccc3)cc21 (centres undefined)	-11	-10%	nt	-7%	nt	nt	nt
O=C(NCCc1ccc(Cl)cc1)c1ccc(CS(=O)(=O)Cc2ccccc2F)o1	4	-22%	nt	?	nt	nt	nt
O=C(CCC[C@@H]1[C@H]2CCCN3CCC[C@@H](CN1C(=O)c1cccnc1)[C@@H]23)NC1CCCCC1	-1	11%	-6%	?	-2%	-4%	4%
COc1ccccc1-c1nc2c(c(SCc3cccc(Cl)c3)n1)Cc1c(CO)cnc(C)c1O2	0	0%	nt	-15%	nt	nt	nt
Fc1ccc(-c2noc([C@@H]3Cc4nc[nH]c4CN3CCCc3ccccc3)n2)cc1Cl	14	59%[activator]	?	-7%	?	-25%	?
COc1ccc(-c2ccc(CNCCCSc3nnnn3C)o2)cc1Cl	22	37%[activator]	nt	-4%	nt	nt	nt
Cc1cccc(C)c1NC(=O)Cn1c(C)cc2nc3n(c(=O)c21)CCCCC3	-3	-15%	7%	-2%	8%	i	-6%
CCOc1nccnc1NC1CCN(C(=O)c2cccs2)CC1	-5	23%	2%	2%	3%	-12%	-6%
CCN1CCN(C(=O)c2cc(-c3ccccc3C(F)(F)F)nc3c2cnn3C)CC1	1	nt	nt	nt	i	nt	-8%
O=C1NCc2ccccc2CC12CCN(Cc1cc(F)ccc1F)CC2	-2	-13%	nt	2%	-19%	i	-5%
CCCS(=O)(=O)N1CCC(Cn2c(C)cnc2C2CC2)CC1	19	4%	9%	-2%	-21%	-5%	-7%
CN(C)C[C@H]1O[C@@H]2C[C@@H](CC(=O)NCc3cnn(C)c3)O[C@@H]2[C@@H]1O	2	-5%[87.6 µM]	-6%[172 µM]	5%[87.6 µM]	i	5%[88.5 µM]	2%[174 µM]
CN1C[C@@H]2CCCN3CCC[C@@H]([C@H]23)[C@H]1CCCC(=O)NCCN1CCOCC1	-3	16%	0%	-8%	-14%	i	-27%
CCc1ccc(S(=O)(=O)c2nnn3c2nc(N2CCOCC2)c2ccccc23)cc1	11	7%	nt	2%	i	1%	-26%
O=C(c1ccc2c(c1)OCO2)N1CCCC(n2cc(-c3nc(-c4ccccc4)no3)nn2)C1 (centres undefined)	-10	52%[activator]	?	?	?	0%	?
O=C(CCc1c[nH]c2ccccc12)N1CCC(N2CC3CC(C2)[C@H]2CCCC(=O)N2C3)CC1 (some centres undefined)	34	1%	3%	2%	-26%	4%	-1%
c1cc(-c2noc(C3CC3)n2)ccc1OC1CNC1	3	103%[activator]	?	-5%	-26%	i	-1%
CCc1nc(-c2c3n(c(=O)n(CC(=O)NCc4cccs4)c2=O)CCCCC3)no1	28	5%	0%	6%	10%	i	-15%
CC[C@H]1CN(C(=O)c2ccnc(Cl)c2)CC[C@H]1CC(=O)NCc1cccnc1	11	-5%[87.6 µM]	-3%[172 µM]	1%[87.6 µM]	2%[172 µM]	-8%[88.5 µM]	-10%[174 µM]
COc1cccc([S+](=O)([O-])N2CC(Oc3ccc(F)c(C)c3)C2)c1	15	7%	-3%	8%	-18%	1%	-16%
COc1ccc(C(=O)NC2CCN(c3cnn(Cc4ccccc4)c(=O)c3)CC2)cn1	9	4%	6%	-32%	-15%	2%	-3%
CCN(CC)CCNC(=O)CN1C(=O)COc2ccc(S(=O)(=O)N3CCOCC3)cc21	14	-17%	nt	0%	nt	nt	nt
COCCn1c(=O)n([C@H]2CCCN(C(=O)CC(C)C)C2)c2ncccc21	29	-12%	0%	6%	i	-3%	0%
CCc1ccc(S(=O)(=O)c2nnn3c2nc(N2CCCC(C)C2)c2cc(Cl)ccc23)cc1 (centres undefined)	-13	?	nt	-1%	nt	nt	nt
COc1ccc(C(OC2OC(CO)C(O)C(O)C2O)C(C)O)cc1 (centres undefined)	-3	nt	nt	-13%	nt	i	nt
c1ccc(-c2nc3ccncc3[nH]2)nc1	1&-2	-23%&1%[87.6 µM]	-7%[230 µM]	0%&3%[87.6 µM]	45µM*!	0%&2%[88.5 µM]	?
CNC(=O)[C@@H]1CN(C(=O)c2ccc(Br)o2)C[C@H]1c1n[nH]c(C)n1	21	1%	5%	0%	4%	i	-7%
CN(C)[C@@H]1CN(C(=O)CCc2ccccc2)CC[C@]1(O)c1ccccc1	13	2%	-4%	14%	-1%	i	i
CCOC(=O)c1ccc(NC2=CC(c3ccc(O)c(OCC)c3)N(c3ccc(C(=O)OCC)cc3)C2=O)cc1 (centres undefined)	5	-18%	nt	-8%	nt	nt	nt
O=C1NCCCCCCN(C(=O)C2CC2)[C@H]2CCCC[C@@H]12	-12	-11%	-12%	6%	?	4%	-30%
COc1ccc(CCNC(=O)Cn2cc(C(=O)c3ccc(F)cc3)c(=O)c3ccc(C)nc32)cc1OC	27	17%	nt	?	nt	nt	nt
Cc1ccc(C(=O)N2CCCCCCNC(=O)[C@@H]3C[C@@H](c4nc(Cc5ccccc5)no4)C[C@@H]32)s1	7	3%	0%	-12%	79µM*	i	?
COc1ccccc1Cn1c(=O)c(C(=O)NCC2CC2)nc2cccnc21	3	-1%	nt	-10%	?	i	?
COc1ccc(-c2nc(C3CC3)nc3c2CCN(C(=O)c2ccc(C)cc2)CC3)cc1	8	-15%	nt	-11%	?	-1%	-30%
CCCN1C(=O)C(CC(=O)NC2CCCC2)Sc2ncccc21 (centres undefined)	-16	6%	11%	-3%	9%	i	i
Cc1ccc(-c2cn3cc(C(=O)NCc4cccc(C(F)(F)F)c4)nc3s2)cc1	19	?	nt	-6%	-11%	-12%	-13%
More records follow.
SMILES	IP6K1 inhibitor	SNCA expr inh	FLuc inh	HEK293 viab	HEK293 tox	GPT2 inh	NIH3T3 tox
Cc1nc(-c2ccccc2OC2CN(S(=O)(=O)c3c(C)nn(C)c3C)C2)no1	-12	2%	3%	6%	-6%	2%	-30%
Cn1nc(C(=O)N2CCC(N3C(=O)C(O)C34CCCCC4)CC2)c2ccccc21 (centres undefined)	-18	1%	5%	5%	i	1%	5%
O=C(NCc1ccccc1)N1CCOC(CN(CC2CC2)C(=O)c2cccc(F)c2)C1 (centres undefined)	-5	2%	3%	-5%	?	i	-20%
COCCNC(=O)CCCn1c(=O)[nH]c2ccsc2c1=O	7	4%	nt	4%	nt	nt	nt

From PubChem
